Screening results deposited in PubChem by National Center for Advancing Translational Sciences (NCATS).
N370S GC mod: inhibits or activates N370S mutant glucocerebrosidase; N370S GC spleen homogenate, 4MU-glucoside fluorescence; P04062; Potency, µM (top dose mostly 59.4 µM), without a hit: at the top dose activity change, negative = inhibition, hits mostly inhibitors; hit rate 0.092% among 330,000; AID 2101;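 note: 0% = full enzyme activity and -100% = no enzyme basal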
GCN5L2 inh: inhibitors of human GCN5L2 histone acetyltransferase. Potency, µM (top dose mostly 58.9 µM), for the others: at the top dose activity change, negative = inhibition, most hits filed as inhibitors. Q92830. GCN5L2 HAT assay, ThioGlo1 CoA-SH fluorescence. hit rate 0.21% among 390,000. AID 504327
Target sequence (Q92830 whole entry, looked up): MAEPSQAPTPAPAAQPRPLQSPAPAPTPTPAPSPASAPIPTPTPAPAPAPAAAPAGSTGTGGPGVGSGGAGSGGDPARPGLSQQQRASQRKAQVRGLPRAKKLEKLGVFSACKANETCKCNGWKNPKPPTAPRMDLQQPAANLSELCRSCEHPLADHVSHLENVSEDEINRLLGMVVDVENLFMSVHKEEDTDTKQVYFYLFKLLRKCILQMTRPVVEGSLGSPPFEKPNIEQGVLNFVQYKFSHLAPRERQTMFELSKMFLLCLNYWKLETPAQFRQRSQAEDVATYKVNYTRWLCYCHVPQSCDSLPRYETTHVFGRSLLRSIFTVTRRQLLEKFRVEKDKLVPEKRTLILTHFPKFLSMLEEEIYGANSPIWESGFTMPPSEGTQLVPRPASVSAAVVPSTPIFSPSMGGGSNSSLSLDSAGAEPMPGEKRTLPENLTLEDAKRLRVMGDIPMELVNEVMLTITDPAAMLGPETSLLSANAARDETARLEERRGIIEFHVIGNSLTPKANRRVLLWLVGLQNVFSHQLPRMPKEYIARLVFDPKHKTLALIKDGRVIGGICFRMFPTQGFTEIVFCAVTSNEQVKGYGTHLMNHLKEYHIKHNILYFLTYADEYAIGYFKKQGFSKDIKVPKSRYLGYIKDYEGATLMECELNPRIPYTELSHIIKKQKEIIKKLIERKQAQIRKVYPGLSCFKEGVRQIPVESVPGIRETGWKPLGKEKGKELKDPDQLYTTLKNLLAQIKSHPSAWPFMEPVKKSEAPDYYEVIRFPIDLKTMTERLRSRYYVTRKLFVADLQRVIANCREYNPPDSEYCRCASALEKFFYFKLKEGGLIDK
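Preincubate 20nM GCN5L2 with compound 15 min, RT → add 50uM ThioGlo1 + 75uM H3(1-25) + 70uM acetyl-CoA → read fluorescence 0 and 20 min. Primary qHTS; fluorescent artifacts likely.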
FEN1 inhibitor: inhibitors of human flap endonuclease 1; Recombinant FEN1 flap cleavage, fluorescence, 15 min; Potency, µM (titrated, usually from 114 µM), for the others: at the highest dose activity change, negative = inhibition, actives largely listed as inhibitors; hit rate 0.35% among 390,000; AID 588795; note: nearly all actives have a fitted effect of over 65% in size
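Compounds are tested as a concentration series against 10 nM FEN1; after a 15 min room-temperature preincubation, 50 nM substrate starts cleavage, with plate reads at 0 and 15 min. Normalized responses are fitted by a Hill equation.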
* hit, by the source's call; ? = inconclusive; / = not tested or not shown; & = joins results of further samples; [ ] = remark or other dose. Calls come from the whole dose curve; as a rule, active = well fitted curve in the direction sought with a large enough effect; inconclusive = small, poorly fitted or top-dose-only effect, or another doubt; inactive = no such curve, though single readings can be large; an effect the other way counts as inactive or inconclusive. Unless noted, % is set by controls: 0 for no effect and ±100 for the full control effect; potency is the fitted concentration of half-maximal effect. Compounds were not picked by outcome. Share with any hit: about 0.54%.

smiles | N370S GC mod | GCN5L2 inh | FEN1 inhibitor
O=C(NCc1ccc2c(c1)CCN2C(=O)c1ccccc1)c1cc2ccccc2[nH]1 | / | -10.3% | 9.3%
COc1ccccc1C(=O)COC(=O)CNC(=O)c1ccc(Br)o1 | 1.5% | -7.3% | 6.2%
COc1cccc(CNC(=O)C2CCCN(c3nc4ccccc4n4cccc34)C2)c1 (centres undefined) | / | -1.8% | 1.8%
COc1cc(Nc2nc3ccccc3nc2NS(=O)(=O)c2ccc([N+](=O)[O-])cc2)cc(OC)c1OC | -12.7% | -25.6% | 4.4%
COc1ccc2c(c1)CCc1c(C(=O)Nc3ccccc3C(F)(F)F)noc1-2 | / | -6.6% | 12.9%
CCOCCCNCc1cn(-c2ccc(F)cc2F)nc1-c1ccccc1C | 3.8% | -18.4% | -1.8%
Cc1ccc(Cl)cc1NC(=O)C[n+]1ccc(Cc2ccc([N+](=O)[O-])cc2)cc1 | -1.7% | -5.7% | 15.3%
CCC(=O)N1CCc2cc(OC)c(OC)cc2C1COc1ccccc1OC (centres undefined) | -4.7% | -5.2%&-3.9% | 1.3%&14.8%
O=C(COc1ccccc1[N+](=O)[O-])Nc1ccc(Br)cc1 | ? | ? | -5.7%
CC/C(Cc1ccccc1)=N\NC(=O)c1cc([N+](=O)[O-])cc([N+](=O)[O-])c1 | 1.6% | 0.2% | -5.5%
COc1cccc(SCC2(O)CCN(C(=O)c3ccc(Cl)cc3)CC2)c1 | -4.6% | 0.3% | -5.9%
CN1CCN(C(=O)/C(=C/c2ccc(F)cc2)NC(=O)c2ccccc2)CC1 | -4.4% | -1.3% | -0.4%
Cc1c(-n2cc(C(=O)c3cc(Cl)ccc3O)cc(C#N)c2=O)c(=O)n(-c2ccccc2)n1C | 0.8% | 1.3% | -9.6%
CCN(CC)S(=O)(=O)c1cc(NC(=O)C(CC(C)C)NC(N)=O)ccc1C (centres undefined) | -0.4% | 0.1% | 5.5%
O=C(Nc1nnc(-c2ccccc2)o1)c1ccc(Cl)cc1 | 3.3% | / | -8.0%
NC(=O)CCN1CCCCC1 | 1.1% | -6.8% | 19.1%
COc1ccc(OC)c(/C=C/C(=O)Nc2ccc(OC)nc2)c1 | -7.5% | -4.5% | 1.6%
COc1ccc(C(=O)Nc2cccc(-c3nc4ncccc4o3)c2C)cc1 | / | -2.7% | 0.8%
CC(C)[C@H]1COCCS(=O)(=O)N1Cc1ccccc1-c1ccc(C(C)(C)C)cc1 | / | -9.7% | -1.5%
CCN1CCN(S(=O)(=O)c2ccc(Cl)c(C(=O)NC3CCC(C)CC3)c2)CC1 (centres undefined) | / | 0.1% | -5.6%

7 entries from above, reformatted.
Order of results – N370S GC mod, GCN5L2 inh, FEN1 inhibitor
> CCOCCCNCc1cn(-c2ccc(F)cc2F)nc1-c1ccccc1C
 : 3.8%, -18.4%, -1.8%
> Cc1ccc(Cl)cc1NC(=O)C[n+]1ccc(Cc2ccc([N+](=O)[O-])cc2)cc1
 : -1.7%, -5.7%, 15.3%
> CCC(=O)N1CCc2cc(OC)c(OC)cc2C1COc1ccccc1OC (centres undefined)
 : -4.7%, -5.2%&-3.9%, 1.3%&14.8%
> O=C(COc1ccccc1[N+](=O)[O-])Nc1ccc(Br)cc1
 : ?, ?, -5.7%
> CC/C(Cc1ccccc1)=N\NC(=O)c1cc([N+](=O)[O-])cc([N+](=O)[O-])c1
 : 1.6%, 0.2%, -5.5%
> COc1cccc(SCC2(O)CCN(C(=O)c3ccc(Cl)cc3)CC2)c1
 : -4.6%, 0.3%, -5.9%
> CN1CCN(C(=O)/C(=C/c2ccc(F)cc2)NC(=O)c2ccccc2)CC1
 : -4.4%, -1.3%, -0.4%

(listing goes on)
smiles | N370S GC mod | GCN5L2 inh | FEN1 inhibitor
CCC(CC)NCCOC(=O)c1ccc([N+](=O)[O-])cc1 | 5.4% | 0.8% | 18.8%
O=C1CN(C(=O)/C=C/c2ccccc2)CCN1 | -14.4% | -15.9% | -16.4%
CC(C)OCC1CC(CC(=O)Nc2ccc([N+](=O)[O-])cc2)C(=O)O1 (centres undefined) | -4.6% | -3.5% | 0.2%
O=C(Oc1ccc(Cl)cc1)N1CCOCC1 | -19.9% | 0.8% | 1.8%
Clc1ccc(-c2nn3c(-c4cccc(Cl)c4)nnc3s2)cc1 | -4.4% | -0.1% | /
COc1cc(NC(=O)C2CCN(S(=O)(=O)c3c(C)noc3/C=C/c3cccs3)CC2)cc(OC)c1 | / | -7.6% | ?
Cc1ccc2c(c1)NC(=O)C(CC(=O)Nc1cc(Cl)ccc1C)O2 (centres undefined) | / | 1.3% | 21.1%
Cc1cccc(N2C(=O)CC(Sc3nccc(C)n3)C2=O)c1 (centres undefined) | -8.2% | -6.1% | 9.5%
COCCN1C(=O)N(c2cccc(C)c2)C(=O)C1CC(=O)Nc1cc(OC)cc(OC)c1 (centres undefined) | 0.4% | -13.1% | 1.5%
COc1ccc(-c2nc(CS(=O)(=O)CC(=O)NCCCc3ccccc3)c(C)o2)cc1 | 3.8% | -4.8% | 1.2%
COc1ccc(OC)c(N(C)S(=O)(=O)c2cc3c(cc2C)NC(=O)CO3)c1 | -13.8% | -13.1% | -7.5%
CCOC(=O)C1=NNC(C(=O)c2ccccc2)C1c1ccc(C)cc1 (centres undefined) | 5.6% | -9.6% | -19.4%
COc1ccc(OC)c2c1cc(C(=O)N[C@@H](Cc1ccccc1)C(=O)O)n2C | 4.5% | -5.3% | -16.8%
CC(C)Cc1nc(C#N)c(N2CCC(C(N)=O)CC2)o1 | 27.0% | -5.4% | 4.9%
CCOc1ccccc1NC(=O)Cn1c(=O)n(Cc2ccco2)c(=O)c2sc3ccccc3c21 | / | -0.4% | -3.2%
C/C(=N/OCc1ccc(Br)cc1)c1ccccn1 | -1.9% | -1.7% | 4.4%
COc1cc(-c2cc(C(=O)OCC(=O)NC3CC3)c3ccccc3n2)cc(OC)c1OC | / | -12.4% | -14.0%
Cc1ccccc1C(=O)Nc1ccccc1C(=O)N/N=C\c1ccco1 | 1.3% | ? | -7.0%
CC(C)(C)c1nc(SCC(=O)NCc2ccco2)c2ccccc2n1 | -1.2% | -7.3% | 5.4%
O=C(CNS(=O)(=O)c1ccc(Br)cc1)N1CCN(c2ccc(F)cc2)CC1 | -3.9% | -0.6% | 1.1%
CC(=O)Nc1ccc(Nc2nc3ccccc3n3cnnc23)cc1 | -1.6% | 1.2% | -21.7%
Cc1oc(-c2ccccc2F)nc1CS(=O)(=O)CC(=O)NCCCN1CCc2ccccc2C1 | -2.5% | 0.1% | 3.7%
CCC(C)(NC(=O)c1ccc(=O)[nH]c1)C(=O)NC1CCCC1 (centres undefined) | 4.0% | 1.5% | 18.4%
COc1cccc(CNC(=O)c2c(C)oc3nc(C)nc(N4CCOCC4)c23)c1 | / | -4.7% | 17.6%
CCOc1ccc(CN(C)C(=O)c2cc3ccccc3o2)cc1OC | -12.3% | -2.4% | 8.6%
O=C(c1ccco1)N1CCN(C(=O)c2ccc(Cn3cc(Br)cn3)o2)CC1 | 8.8% | -9.2% | 3.7%
Cc1cccnc1CCNC(=O)CCc1nnc(-c2ccccc2)o1 | 1.0% | -6.6% | -2.4%
CC(C)(Oc1ccc(Cl)cc1)C(=O)OCc1nc2ccsc2c(=O)[nH]1 | -0.8% | -3.2% | -2.8%
COc1cc(CN2CCc3nc(N4CCN(c5ccccn5)CC4)ncc3C2)cc(OC)c1OC | / | 22.8% | -12.0%
c1cncc(-c2cncnc2NCc2cccs2)c1 | 3.5% | -15.3% | /
CC(=O)C1=C(C)Nc2ncnn2C1c1ccc(C)cc1 (centres undefined) | -11.2% | -7.1% | -6.7%
CCOC(=O)Cc1csc(NC(=O)CSc2nnc(-c3ccc(F)cc3)o2)n1 | 3.2%[2.35 µM] | 1.7% | 5.4%
Cc1cc(C)cc(OCC(=O)OCC(=O)NCc2cccs2)c1 | -9.2% | -10.7% | 9.3%
COc1ccccc1N1CC(C)(C)C(=O)N(C(=O)c2ccc(C)cc2)C1=S | -5.7% | -13.3% | 1.9%
COc1cccc(-c2cc(C(=O)NCC3CCCO3)c3ccccc3n2)c1 (centres undefined) | -4.5% | 1.2% | 8.9%
O=C(CSc1nnc(-c2ccco2)o1)c1ccccc1Cl | 2.1% | 0.7% | 15.0%
Cc1ccc(CNC(=O)CCc2c(C)nn(-c3ccc(N4CCCC4)nn3)c2C)cc1 | / | -4.5% | 39.1%
COc1cccc(N2CC(NS(=O)(=O)c3ccc(Cl)cc3)CC2=O)c1 (centres undefined) | -3.7% | -4.6% | 2.1%
CCOc1ccc(OCC)c(NC(=O)C2CCN(S(=O)(=O)c3cccc4nonc34)CC2)c1 | 0.2% | -1.2% | 5.5%
Fc1ccc(-c2ccnn2-c2ccccc2)cc1 | 2.8% | 3.5% | -7.9%
CCc1nc(Nc2ccncc2)c2oc3ccccc3c2n1 | -0.6% | -5.0% | ?
CC(=O)c1cc(-c2ccccc2)n(CCC(=O)Nc2cc(C)cc(C)c2)c1C | / | -14.1% | -6.1%
COc1ccc(N=Nc2ccc(O)c(P(=O)(c3ccccc3)c3ccccc3)c2)cc1 | -0.1% | -3.3% | 1.6%
CCN1C(=O)CC(Sc2ccccc2N)C1=O (centres undefined) | 19.7% | -19.1% | 8.8%
CCOc1ccccc1Nc1nc2ccccc2c2nncn12 | / | -2.7% | -13.7%
CC1(c2ccc([N+](=O)[O-])cc2)CC(C)(C)N(C(=O)c2ccccc2)c2ccccc21 (centres undefined) | 3.9% | -5.1% | /
Cc1ccc(-c2cc(C(F)F)nc(S(C)(=O)=O)n2)cc1 | -14.8% | -4.9% | -19.7%
O=C(CSc1cn(CCNC(=O)c2ccccc2)c2ccccc12)NCc1ccco1 | -3.7% | -4.0% | -5.5%
COc1ccc(NC2CCCN(C(=O)c3cn(C)c4ccccc34)C2)cc1 (centres undefined) | -5.3% | -1.3% | -0.6%
CC(=O)Oc1ccccc1C1C[C@]2(C)CC(=O)NC2N1C(C)=O (some centres undefined) | 6.5% | -3.7% | 2.1%

(cont.)
smiles | N370S GC mod | GCN5L2 inh | FEN1 inhibitor
Cc1cccc(-c2cc(C(=O)Nc3c(C)n(C)n(-c4ccccc4)c3=O)c3ccccc3n2)c1 | -10.3% | -3.0% | -5.8%
Cc1nc(-c2ccc(F)cc2)c(CC(=O)N2CCN(S(=O)(=O)c3ccc(F)cc3)CC2)s1 | -1.0% | ? | -10.5%
CCNC(=S)N1CCC(C(O)(c2ccccc2)c2ccccc2)CC1 | 0.8% | -20.1% | -6.5%
CCOC(=O)c1cc2c(=O)n3ccccc3nc2n(CCOC)c1=NC(=O)c1c(-c2ccccc2Cl)noc1C | / | -1.1% | -3.6%
CCC(=O)N1CCc2cc(S(=O)(=O)NC(Cc3ccccc3)C(=O)O)ccc21 (centres undefined) | -7.2% | -6.1%&3.5% | -2.8%&-3.6%
Cc1nc2cc(C(F)(F)F)ccc2n1C1CCN(C(=O)N2CCOCC2)CC1 | 10.6% | 0.7% | -7.3%
O=C(OCC(=O)N1CCN(c2ccccc2)CC1)c1ccc(O)cc1O | -13.3% | 1.8% | -1.7%
COc1cc(NC(=O)c2cccs2)c(OC)cc1NC(=O)CCC(=O)Nc1ccc2ncccc2c1 | -1.2% | -4.7% | ?
COc1ccccc1NC(=O)C1=C(C)Nc2c(C(=O)Nc3cccc(C)c3)cnn2C1c1ccccc1Cl (centres undefined) | / | -6.5% | -8.9%
COc1ccc(C(CNC(=O)c2ccc(NS(=O)(=O)c3ccc(F)c(C)c3)cc2)N2CCOCC2)cc1 (centres undefined) | 14.1µM* | 0.9% | 0.7%
COCCn1c(N2CCN(c3ccc(OC)cc3)CC2)nc2c1c(=O)n(C)c(=O)n2C | -2.7% | -1.5% | 6.1%
CC(=O)Nc1ccc(N(CC(=O)NCC2CCCO2)C(=O)CCC(=O)Nc2cc(C)on2)cc1 (centres undefined) | 4.7% | -2.7% | 1.7%
COc1ccc(C(=O)COC(=O)CCN=C2NS(=O)(=O)c3ccccc32)cc1OC | -5.1% | -2.6% | 4.2%
CC1OC(OC2CCC3(C)C(CCC4C3CC(O)C3(C)C(C5=CC(=O)OC5)CCC43O)C2)CC(O)C1OC1CC(O)C(OC2CC(O)C(OC3OC(CO)C(O)C(O)C3O)C(C)O2)C(C)O1 (centres undefined) | 15.5% | -6.7% | /
COc1ccc(/C=N/NC(=O)CN(Cc2ccccc2)S(=O)(=O)c2ccc3c(c2)OCCO3)cc1 | 11.8% | -8.6% | -3.4%
Cc1cccnc1NC(=O)Nc1cccs1 | ? | -1.1% | 6.0%
O=C(Nc1nc(-c2cc(F)ccc2F)cs1)c1cccc(N2C(=O)CCC2=O)c1 | -15.4% | -5.5% | 3.0%
COc1cccc(/C=C2\SC(=S)N(c3cccnc3)C2=O)c1OC | 1.0% | -25.0% | 1.3%
